# GDH-TPI inh = GDH-TPI coupled enzyme inhibition counter-screen. inhibition, % at 4.8 µM. GDH-TPI coupled enzyme counterscreen, NADH absorbance. 1.2% of 360,000 active. AID 588335; in the data active = inhibition above about 30%;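 note: 0% = DMSO wells and 100% = wells lacking the enzyme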
# BoNT-F LC inh = inhibitors of Botulinum neurotoxin F light chain protease. Multiplex microsphere protease cleavage assay, flow cytometry. inhibition, % at 10 µM. 0.22% of 360,000 active. AID 588497; in the data active = inhibition above about 35%, passing the limit was not always enough; inconclusive = no clear call, values can overlap the other calls; note: plate controls were buffer without enzyme for full effect and enzyme alone for no effect
# UGM FP inh = inhibitors of M. tuberculosis UDP-galactopyranose mutase; purified UGM, fluorescence polarization probe displacement; inhibition, % at 10 µM; 0.06% of 320,000 active; AID 504406; in the data active = inhibition above about 10%, passing the limit was not always enough; inconclusive = no clear call, values can overlap the other calls
# Target sequence (P9WIQ1 whole entry, looked up): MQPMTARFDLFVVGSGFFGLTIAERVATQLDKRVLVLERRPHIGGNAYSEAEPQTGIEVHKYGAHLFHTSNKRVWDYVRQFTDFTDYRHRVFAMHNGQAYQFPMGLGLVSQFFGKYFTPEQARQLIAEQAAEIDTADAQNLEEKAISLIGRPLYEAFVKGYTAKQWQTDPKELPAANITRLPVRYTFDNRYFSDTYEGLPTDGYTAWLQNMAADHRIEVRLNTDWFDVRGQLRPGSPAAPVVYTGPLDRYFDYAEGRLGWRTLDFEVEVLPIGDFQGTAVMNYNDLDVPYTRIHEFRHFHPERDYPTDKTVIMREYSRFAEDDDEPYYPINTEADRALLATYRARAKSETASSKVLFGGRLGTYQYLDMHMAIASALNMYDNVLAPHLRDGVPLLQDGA
# FadD28 binding = inhibitors of Mycobacterium tuberculosis FadD28 bisubstrate binding; FadD28 bisubstrate probe binding, fluorescence polarization; inhibition, % at 12.5 µM; 0.22% of 360,000 active; in the data active = inhibition above about 8.5%, passing the limit was not always enough; inconclusive = no clear call, values can overlap the other calls
# BioA inh = blocks M. tuberculosis BioA enzyme activity | purified M. tuberculosis BioA enzyme, plate reader | inhibition, % at 9.99 µM | AID 602481 | 0.096% of 360,000 active; in the data active = inhibition above about 40%; inconclusive = no clear call, values can overlap the other calls
# Rv3671c inh = Rv3671c (M. tuberculosis) protease inhibition. inhibition, % at 5.96 µM. 0.048% of 320,000 active; in the data active = inhibition above about 38%;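 note: extracellular domain of Rv3671c used as enzyme; 0% = enzyme with DMSO and 100% = no enzyme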
# Target sequence (P9WHR9 whole entry, looked up, the tested form may be a part): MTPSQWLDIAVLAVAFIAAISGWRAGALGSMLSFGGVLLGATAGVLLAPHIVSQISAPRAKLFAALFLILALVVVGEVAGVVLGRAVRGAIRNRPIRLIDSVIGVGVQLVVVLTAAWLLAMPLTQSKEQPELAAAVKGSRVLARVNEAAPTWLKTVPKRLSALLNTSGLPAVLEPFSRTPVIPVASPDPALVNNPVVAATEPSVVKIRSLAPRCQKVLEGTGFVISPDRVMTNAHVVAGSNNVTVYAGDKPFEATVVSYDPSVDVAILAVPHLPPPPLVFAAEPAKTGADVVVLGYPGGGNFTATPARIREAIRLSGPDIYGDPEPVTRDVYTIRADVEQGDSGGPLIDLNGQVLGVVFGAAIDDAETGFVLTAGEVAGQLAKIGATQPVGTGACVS
# MazF activator = increases E. coli MazEF RNase cleavage of RNA; FAM/BHQ RNA-DNA oligo cleavage fluorescence, 5 h; P0AE70; activation, % at 20 µM; 0.32% of 350,000 active; AID 504720; in the data active = activation above about 50%
# Target sequence (P0AE70 whole entry, looked up): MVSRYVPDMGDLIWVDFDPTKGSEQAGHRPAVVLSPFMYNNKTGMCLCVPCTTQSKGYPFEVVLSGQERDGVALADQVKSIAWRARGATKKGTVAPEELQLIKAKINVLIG
# FBA Mtb inh = inhibitors of M. tuberculosis fructose-bisphosphate aldolase; P9WQA3; 2.3% of 360,000 active; inhibition, % at 1 µM; purified M. tuberculosis FBA, fluorescence read-out; in the data active = inhibition above about 27%;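 note: 0% = vehicle and 100% = reference inhibitor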
# PrPC surface inh = inhibitors of human cell surface prion protein PrPC; P04156; TR-FRET read-out; inhibition, % at 13.8 µM; 0.43% of 370,000 active; AID 720596; in the data active = inhibition above about 24%; note: 0% = median of the test wells and 100% = reference compound wells
# Numbers without * were called inactive; ? = inconclusive; · = no result given; + = active, no number. Compounds as they come. About 4.8% of those tested had a hit in this group.
SMILES,GDH-TPI inh,BoNT-F LC inh,UGM FP inh,FadD28 binding,BioA inh,Rv3671c inh,MazF activator,FBA Mtb inh,PrPC surface inh
Cc1ccccc1-c1cc(C(=O)NCc2cccc(Br)c2)nn1CC1CC(c2cccc([N+](=O)[O-])c2)=NO1 (stereo unspecified),11,-1,-2.8,-0.7,0.1,-9,-4,1,-2
O=C(O)CNc1nc(-c2ccccc2)nc2c1oc1ccccc12,-8,-9,2.0,-6.3,·,5,0,1,5
COc1ccccc1C(CNC(=O)c1cccc(NS(=O)(=O)c2ccc(C)c(F)c2)c1)N(C)C (stereo unspecified),7,-5,0.6,-1.1,0.5,-2,-11,0,3
Oc1ccc(N=Cc2ccc(-c3cccs3)s2)cc1,35*,-2,-1.0,1.6,0.7,-10,12,+,-29
CCNC(=O)C1CCCN(C(=O)c2ccco2)CC1 (stereo unspecified),-1,-9,·,-2.8,-0.2,·,·,3,1
O=C(O)c1cccc(CN2C(=O)c3ccccc3C2=O)c1,15,3,0.9,·,-0.1,7,-11,1,8
CC(NCc1ccc(OCC(N)=O)cc1)C12CC3CC(CC(C3)C1)C2 (stereo unspecified),8,-13,3.3,0.2,-1.0,-2,-7,3,10
O=S(=O)(Oc1ccccc1)c1ccc(Cl)c(Cl)c1,10,1,·,-2.3,-1.0,·,7,-7,-3
C=CCN(C(=O)c1csnn1)C(C(=O)NC1CCCC1)c1ccc(Cl)cc1 (stereo unspecified),-5,-1,-2.6,0.9,0.8,-3,7,2,-2
CCOc1ccc(NC(=O)c2ccccc2NS(C)(=O)=O)cc1,17,3,-0.8,-2.4,0.5,5,-3,0,-4
Cc1cc(C)n(CCNC(=O)c2ccco2)n1,4,-3,0.8,0.1,0.5,0,9,-1,-3
Cc1ccc(Sc2oc(/C=N/n3cnnc3)cc2Br)cc1,17,-8,-1.5,-4.5,-0.5,0,3,-2,5
Cc1ccc2nccc(C(=O)N3CCCC(Nc4ccc(F)cc4)C3)c2c1 (stereo unspecified),3,-11,-1.2,-1.7,9.8,-9,5,0,4
Cc1cccc(CCNC(=O)c2nnc(Cc3ccc(Cl)cc3)o2)c1,-4,-3,-0.1,-0.2,-0.2,20,0,6,-3
COc1ccc(NC(=O)c2cccc(NC(=O)C3C4CC5OC(=O)C3C5C4)c2)c(OC)c1 (stereo unspecified),14,6,4.6,-0.4,2.0,3,13,2,4
COc1ccc(/C(N)=N/OC(=O)CCCc2ccccc2)cc1OC,3,1,0.0,-3.0,2.9,-12,-7,3,13
CCOC(=O)CN1NC2(CCC(C)CC2)NC1=S (stereo unspecified),-8,6,2.5,-2.0,·,-11,4,4,4
CCOC(=O)C1=CC[C@@H](c2ccccc2)N(S(=O)(=O)c2ccc(C)cc2)[C@H]1c1ccc(CC)cc1,·,0,·,-3.7,-0.2,·,·,-6,1
CC(=O)Nc1ccc(S(=O)(=O)N(Cc2ccccc2)c2ccccc2)cc1,-2,0,0.0,-1.9,0.4,-13,9,-4,3
O=C(COC(=O)CCCOc1ccc(Cl)cc1Cl)NCc1ccc(F)cc1,-2,-4,0.8,-3.3,·,4,-7,0,7
Cc1cc(C)c(S(=O)(=O)N2CCN=C2c2ccccc2)cc1C,2,-4,0.5,0.6,-3.7,-10,-1,3,6
CCN(CC)C(=O)c1cc(C(C)(C)C)c(O)c(C(C)(C)C)c1,-1,-4,-1.9,-1.5,·,-16,-9,1,-4
O=[N+]([O-])c1cccc(C2N3CCCN23)c1 (stereo unspecified),-5,-5,-0.2,-3.4,0.0,-8,2,-2,-10
COc1ccc(C(=O)NCC(=O)OCC(=O)NCc2ccco2)cc1,-4,4,-0.7,-3.5,-0.3,0,-2,0,-5
C/C(CC(=O)NC1CCCCCC1)=N\NC(=O)c1cnccn1,7,-30,·,-2.9,·,-4,-10,1,-4
CC(=O)N1c2ccc(S(=O)(=O)N3CCC(C(=O)NC4CCCCC4C)CC3)cc2CC1C (stereo unspecified),-5,4,0.3,1.4,-0.2,4,7,2,7
COc1ccc(OC)c(N/C(N)=N/c2nc(C)cc(C)n2)c1,1,-6,2.4,-2.3,1.8,6,14,2,-10
Cc1cccc(Nc2nc(-c3ccc(F)cc3)cs2)n1,9,10,2.1,0.9,-2.0,0,-1,1,-3
CCc1ccccc1OCC(=O)N(CC)CC(=O)NCc1ccc(F)cc1,2,-1,-1.5,-1.4,·,-1,-16,-5,-4
O=C(COC(=O)c1ccc(NS(=O)(=O)c2ccc3c(c2)OCCO3)cc1)NCC1CCCO1 (stereo unspecified),1,-1,-1.7,-4.2,-0.2,-2,2,4,0
O=C(Nc1nnc(S(=O)(=O)N2CCCCCC2)s1)c1ccccc1F,11,-6,1.4,-1.9,0.9,-2,3,1,3
Cc1ccc(C2=NN(C(=O)CN3CCN(C4CCS(=O)(=O)C4)CC3)C(c3ccco3)C2)cc1 (stereo unspecified),4,11,0.6,-1.7,-8.4,1,4,-1,0
CCN(CC)CCCN=Cc1c(O)n(CCc2ccc(F)cc2)c(=O)[nH]c1=O,4,-3,3.7,-1.3,4.6,-2,0,1,-6
COc1ccc(S(=O)(=O)N(CC(C)C)C2CCS(=O)(=O)C2)cc1OC (stereo unspecified),4,5,2.7,0.5,1.5,8,-1,0,-3
O=C1CC2c3ccccc3CCN2C(=O)CN1Cc1ccccc1 (stereo unspecified),·,1,·,-3.1,-4.2,·,·,2,1
O=C(Nc1ccc(Br)cc1F)c1cccnc1,4,-5,-2.1,-0.4,4.3,2,0,2,-2
Cc1ccc(NC(=O)c2csnn2)c(C)c1,-14,-4,1.3,-4.7,0.0,0,0,-2,6
CNc1cccc2c1C(=O)c1ccccc1C2=O,10,-42,1.7,0.2,·,-24,39,-3,-24
CC(C)Nc1ccc(C(CC(N)=O)NC(=O)c2ccccc2)cc1[N+](=O)[O-] (stereo unspecified),-4,-2,3.7,-3.4,-1.6,-6,1,-5,-28
Nc1c(C(=O)Nc2ccccc2)sc2nc(N3CCOCC3)c3c(c12)CCCC3,22,1,·,-0.6,0.2,·,-3,51*,0

# Pulled by structure from the list above (4):
SMILES,GDH-TPI inh,BoNT-F LC inh,UGM FP inh,FadD28 binding,BioA inh,Rv3671c inh,MazF activator,FBA Mtb inh,PrPC surface inh
C/C(CC(=O)NC1CCCCCC1)=N\NC(=O)c1cnccn1,7,-30,·,-2.9,·,-4,-10,1,-4
CCN(CC)CCCN=Cc1c(O)n(CCc2ccc(F)cc2)c(=O)[nH]c1=O,4,-3,3.7,-1.3,4.6,-2,0,1,-6
CCN(CC)C(=O)c1cc(C(C)(C)C)c(O)c(C(C)(C)C)c1,-1,-4,-1.9,-1.5,·,-16,-9,1,-4
O=C1CC2c3ccccc3CCN2C(=O)CN1Cc1ccccc1 (stereo unspecified),·,1,·,-3.1,-4.2,·,·,2,1

# Back to the main list, starting 3 compounds before the break.
SMILES,GDH-TPI inh,BoNT-F LC inh,UGM FP inh,FadD28 binding,BioA inh,Rv3671c inh,MazF activator,FBA Mtb inh,PrPC surface inh
CNc1cccc2c1C(=O)c1ccccc1C2=O,10,-42,1.7,0.2,·,-24,39,-3,-24
CC(C)Nc1ccc(C(CC(N)=O)NC(=O)c2ccccc2)cc1[N+](=O)[O-] (stereo unspecified),-4,-2,3.7,-3.4,-1.6,-6,1,-5,-28
Nc1c(C(=O)Nc2ccccc2)sc2nc(N3CCOCC3)c3c(c12)CCCC3,22,1,·,-0.6,0.2,·,-3,51*,0
Cc1ccc(/C=C\c2nccc3c2[nH]c2ccccc23)cc1,1,3,-2.3,-11,-2.1,-98,0,86*,-1
FC(F)(F)c1cc(C(F)(F)F)c2ccc(N3CCN(c4ccccc4)CC3)nc2n1,2,8,0.7,-0.9,-0.9,2,9,-2,-5
Cc1ccc(NC(=S)N(Cc2ccc(Br)cc2)Cc2ccc(C(=O)O)cc2)cc1C,-3,-3,2.1,3.0,·,-2,2,-4,4
O=C1CCC(=O)N1CN(Cc1ccco1)CN1C(=O)CCC1=O,7,-2,1.0,-1.2,-0.6,-5,-14,2,-1
CN(C)CCSc1nnc(-c2ccccc2)o1,-1,5,1.9,-0.9,·,-13,-10,3,-3
COc1ccc(CC(=O)Nc2cc(C)c3c(=O)oc4ccccc4c3n2)cc1,5,-6,0.7,0.7,-1.2,-4,-2,6,-1
COc1ccc2[nH]c(C)c(CCNCc3cc(OC)c(OC)c(OC)c3)c2c1,-2,-14,-0.7,-2.3,·,9,6,-3,-2
O=C(C1CCCN(c2ncnc3c2nc2n3CCCCC2)C1)N1CCN(c2cccc(Cl)c2)CC1 (stereo unspecified),-5,·,0.0,-2.7,3.0,-6,4,1,0
NC(=O)C1(N2CCCCC2)CCN(Cc2ccc(Br)cc2)CC1,-2,?,4.9,-0.9,·,-7,6,-3,1
CSc1nc(N)nc2c1ncn2CC(=O)NCc1ccc2[nH]ccc2c1,10,-20,-1.3,-5.7,-1.3,5,11,0,-2
CCOc1ccc(NC(=O)C2CC(=O)OC2c2ccccc2)cc1 (stereo unspecified),-7,-2,2.6,-3.0,·,7,7,-2,-7
CC(C)CNC(=O)COCc1cc(-c2ccc3c(c2)OCO3)on1,2,13,1.2,-1.2,0.3,1,6,5,4
O=C(Nc1cccc(-c2ccc(F)cc2)c1)C1CCCN(C(=O)c2cscn2)C1 (stereo unspecified),0,-2,-2.5,-2.0,1.5,-4,1,-1,-2
O=C(c1c[nH]c2ccccc12)N1CCOCC1,0,-4,-1.6,0.8,0.1,3,-3,7,0
Cc1cccc(OCC(=O)NC(=S)Nc2ccccc2N2CCOCC2)c1C,1,-6,0.5,-0.7,-1.3,1,-10,1,-2
O=C(NC1(C(F)(F)F)C(=O)Nc2c1c(=O)[nH]c(=O)n2-c1ccccc1)c1cccnc1 (stereo unspecified),12,10,-0.9,-0.8,-2.0,-9,0,-1,3

# Two of the compounds above, with bars between the fields:
Compound | GDH-TPI inh | BoNT-F LC inh | UGM FP inh | FadD28 binding | BioA inh | Rv3671c inh | MazF activator | FBA Mtb inh | PrPC surface inh
CCOc1ccc(NC(=O)c2ccccc2NS(C)(=O)=O)cc1 | 17 | 3 | -0.8 | -2.4 | 0.5 | 5 | -3 | 0 | -4
Cc1cc(C)n(CCNC(=O)c2ccco2)n1 | 4 | -3 | 0.8 | 0.1 | 0.5 | 0 | 9 | -1 | -3

# High-throughput results: PubChem, several laboratories
